From PubChem BioAssay
TWEAK-Fn14 inh = inhibitors of TWEAK-Fn14 signaling, primary screen, luciferase reporter cells, uHTS. hit rate 2% among 360,000. inhibition, % at 10 µM. TWEAK-stimulated Fn14 reporter cells, luciferase luminescence, 8 h; in the data active = inhibition above about 50%
LRH-1 inv ag = LRH-1 (NR5A2) inverse agonists, primary screen, cell-based, luminescence, HEK293T, StAR-luciferase reporter; hit rate 0.13% among 360,000; LRH-1 transfected, 24 h; inhibition, % at 3.6 µM; AID 602396, 2012;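 active = inhibition above the mean inhibition of all tested compounds plus 3 SD, cut at about 73% in these data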;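 note: 0% = DMSO wells and 100% = reporter-only cells lacking LRH-1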
CF NFkB inh = inhibitors of PAF-induced NF-kB signaling, primary screen, cell-based, GFP fluorescence, uHTS; KKLEB NF-kB-GFP reporter, GFP fluorescence overnight; inhibition, % at 5 µM; hit rate 0.86% among 360,000; AID 588850, 2011;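 active = at least 50% inhibition at 5 µM, scaled per plate between neutral and stimulator controls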;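 note: PAF is a Pseudomonas aeruginosa culture filtrate used as stimulus; plate controls were PAF-stimulated DMSO wells for no effect and unstimulated DMSO wells for full effect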
COUP-TFII inh = NR2F2 transcriptional activity inhibitors, primary screen, cell-based, luciferase reporter, HEK293T, luminescence; HEK293T NGFI-A luciferase reporter; inhibition, % at 8.6 µM; hit rate 0.7% among 370,000; AID 686940, 2013;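 active = inhibition above a per-plate cutoff, mean inhibition of test wells between control levels plus 3 SD, cut at about 38% in these data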;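 note: cells cotransfected with COUP-TFII expression vector driving the NGFI-A reporter; 0% = median of COUP-TF2 test wells and 100% = reporter-only cells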
NCOA3 inh = SRC3 coactivator transcriptional activity inhibitors, primary screen, cell-based, luminescence; Nuclear receptor coactivator 3 (Homo sapiens), Q9Y6Q9; HEK293 GAL4-SRC3 luciferase reporter; inhibition, % at 3.6 µM; hit rate 0.17% among 360,000; AID 588352, 2011;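 active = inhibition above a per-campaign cutoff, the mean of all compounds plus 3 SD, cut at about 60% in these data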;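 note: 0% = DMSO-treated cells and 100% = gossypol-treated cells at 36 µM; higher means less SRC3-driven luciferase light from the GAL4 reporter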
Target sequence (Q9Y6Q9 whole entry, looked up, the tested form may be a part): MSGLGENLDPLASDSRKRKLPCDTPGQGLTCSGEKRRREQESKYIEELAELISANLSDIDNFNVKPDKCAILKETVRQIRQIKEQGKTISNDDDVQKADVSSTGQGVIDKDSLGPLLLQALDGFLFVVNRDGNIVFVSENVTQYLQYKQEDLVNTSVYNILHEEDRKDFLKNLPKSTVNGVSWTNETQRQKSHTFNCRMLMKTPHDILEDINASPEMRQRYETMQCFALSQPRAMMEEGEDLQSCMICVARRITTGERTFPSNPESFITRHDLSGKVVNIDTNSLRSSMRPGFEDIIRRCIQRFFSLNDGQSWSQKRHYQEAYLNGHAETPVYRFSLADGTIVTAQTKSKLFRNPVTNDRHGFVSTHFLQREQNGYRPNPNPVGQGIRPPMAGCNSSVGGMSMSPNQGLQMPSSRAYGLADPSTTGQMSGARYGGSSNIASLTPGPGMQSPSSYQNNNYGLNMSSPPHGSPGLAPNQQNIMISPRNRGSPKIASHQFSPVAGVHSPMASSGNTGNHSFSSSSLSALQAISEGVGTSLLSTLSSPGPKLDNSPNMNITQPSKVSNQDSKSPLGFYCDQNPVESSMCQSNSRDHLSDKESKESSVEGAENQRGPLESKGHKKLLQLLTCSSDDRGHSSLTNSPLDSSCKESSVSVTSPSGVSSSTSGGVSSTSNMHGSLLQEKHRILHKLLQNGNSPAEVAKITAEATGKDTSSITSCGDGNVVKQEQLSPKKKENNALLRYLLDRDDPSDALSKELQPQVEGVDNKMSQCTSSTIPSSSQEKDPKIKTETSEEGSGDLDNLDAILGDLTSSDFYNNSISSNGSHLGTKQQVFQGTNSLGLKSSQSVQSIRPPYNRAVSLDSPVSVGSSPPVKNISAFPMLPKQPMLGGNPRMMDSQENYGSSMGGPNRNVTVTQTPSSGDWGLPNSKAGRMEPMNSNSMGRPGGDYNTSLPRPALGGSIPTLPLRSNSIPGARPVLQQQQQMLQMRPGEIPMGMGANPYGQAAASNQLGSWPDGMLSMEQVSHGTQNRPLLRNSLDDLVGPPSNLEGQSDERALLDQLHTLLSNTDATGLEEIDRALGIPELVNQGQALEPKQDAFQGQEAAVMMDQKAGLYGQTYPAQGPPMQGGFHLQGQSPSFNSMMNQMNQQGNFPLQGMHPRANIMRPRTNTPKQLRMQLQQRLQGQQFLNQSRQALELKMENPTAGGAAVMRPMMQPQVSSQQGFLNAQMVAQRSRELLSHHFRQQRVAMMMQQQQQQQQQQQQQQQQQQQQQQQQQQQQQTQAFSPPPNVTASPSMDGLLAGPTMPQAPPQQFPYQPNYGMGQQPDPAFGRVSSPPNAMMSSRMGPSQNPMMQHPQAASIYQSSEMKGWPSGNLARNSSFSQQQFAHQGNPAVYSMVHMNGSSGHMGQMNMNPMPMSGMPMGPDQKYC
Shn3 3UTR inh = reduction of Shn3 3'UTR firefly luciferase signal, primary screen, Schnurri-3 inhibitor project, cell-based, Clone20 osteoblasts, set 2; Clone20 osteoblast Shn3 3'UTR firefly luciferase, 24 h; AID 588674, 2011; hit rate 0.52% among 360,000; inhibition, % at 12.5 µM;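 active = mean inhibition of at least 75% with every replicate also reaching 75%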;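 note: 0% = median of neutral control wells and 100% = pilot-screen positive control compound; some compounds past the cut are filed as inactive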
SRC1 inh = SRC1 coactivator transcriptional activity inhibitors, primary screen, cell-based, luminescence; Nuclear receptor coactivator 1 (Homo sapiens), Q15788; HEK293 GAL4-SRC1 luciferase reporter; inhibition, % at 3.6 µM; hit rate 0.12% among 360,000; AID 588354, 2011;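 active = inhibition above the campaign mean plus 3 SD, with each screening campaign given its own cutoff, cut at about 60% in these data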;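 note: 0% = DMSO treated cells and 100% = gossypol at 36 µM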
EBV LMP1 NFkB = EBV LMP1-driven NF-kappaB luciferase reporter inhibitors, primary screen, cell-based, luminescence, single point | LMP1-induced NF-kappaB luciferase reporter cells | inhibition, % at 12.5 µM | hit rate 0.69% among 350,000; in the data active = inhibition above about 41%;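 note: 0% = neutral control wells and 100% = reference inhibitor control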
KKLEB cytotox = cytotoxicity in KKLEB CF airway cells, primary screen, cytotoxicity control for CF NF-kB inhibitor project, cell-based, uHTS, fluorescence assay plates | activity change (cytotoxicity), % at 5 µM | hit rate 0.36% among 360,000 | KKLEB CF airway cells viability, ATPlite luminescence, overnight; stronger effect = lower value; cells stimulated with P. aeruginosa culture filtrate | AID 602141, 2011;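 active = corrected activity change at or below -50% at 5 µM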
C8 TRAIL sens = viability loss with TRAIL in NB7+C8 cells, primary screen, TRAIL sensitizer project, cell-based, ATPlite luminescence; inhibition (viability loss, TRAIL sensitization), % at 10 µM; hit rate 1% among 360,000; AID 624354, 2012;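 active = compounds causing at least 50% loss of cell viability in the single-dose screen, relative to plate controls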
TROY NFkB inh = inhibitors of TROY-driven NF-kB signaling, primary screen, Q293 LMP1-TROYcd cells, NF-kB luciferase, uHTS; Q293 LMP1-TROYcd NF-kB luciferase reporter, 4 h; hit rate 0.98% among 360,000; inhibition, % at 10 µM; AID 1347056, 2019;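 active = compounds whose plate-normalised and pattern-corrected inhibition of the luciferase reporter signal at the single screening dose is 50% or more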
* marks the source's active call; other numbers are inactive results; nt = not tested or not shown.

Order of results – TWEAK-Fn14 inh	LRH-1 inv ag	CF NFkB inh	COUP-TFII inh	NCOA3 inh	Shn3 3UTR inh	SRC1 inh	EBV LMP1 NFkB	KKLEB cytotox	C8 TRAIL sens	TROY NFkB inh
CC1CC(C)CN(C(=O)C(C)N(C)CC(=O)Nc2ccccc2Cl)C1 (stereo unspecified)
    2	4	19	13	3	11	14	-1	0	-6	-12
O=C(Nc1sc2c(c1C(=O)O)CCCCC2)c1cccs1
    53*	-35	-6	-28	0	-125	-42	37	3	22	36
COc1cccc(C(O)c2cnc(C(C)C)n2C)c1 (stereo unspecified)
    3	6	-7	9	-13	14	-8	4	0	-6	3
O=C(OCc1cc(=O)n2ccsc2n1)c1ccc(O)cc1O
    -9	-40	23	-48	-74	-60	-80	-6	14	-3	-56
Cc1ccc(OCC(=O)N2CCCCCCC2)cc1
    -10	-29	0	-16	-45	20	1	-20	-5	-3	-35
COc1ccc2[nH]c3c(c(=O)c2c1)CCCC3
    -11	-20	-31	9	7	0	10	nt	11	18	-2
NC(=O)COC(=O)c1cccc(S(=O)(=O)N2CCCCC2)c1
    10	-9	-13	10	8	1	0	-2	2	-4	0
CNS(=O)(=O)c1ccc(CNC[C@H]2O[C@@H](n3ccc(N)nc3=O)[C@H](O)[C@@H]2O)cc1
    -46	10	20	-16	-3	-11	-5	-3	1	-19	-14
C=CCNC(=O)/C(=C\c1ccc([N+](=O)[O-])cc1)NC(C)=O
    4	-7	9	2	-7	12	-21	-1	0	-19	4
CCOC(=O)C1CCCN(CC(O)COc2ccccc2C(C)=O)C1 (stereo unspecified)
    -1	0	0	6	14	9	-21	-1	11	-4	-6
CC(=O)N1CCN(Cc2cc(=O)n3cc(Cl)c(C)c(Cl)c3n2)CC1
    1	9	7	-5	-1	16	8	-9	3	-4	7
N#Cc1c(NC(=O)CSc2nc(N)cc(=O)[nH]2)sc2c1CCCC2
    13	-16	2	-2	14	31	-23	-10	-5	12	-6
Cc1cccc(N=Cc2cc3c(cc2[N+](=O)[O-])OCO3)c1
    -26	-34	-2	-7	-11	-15	-44	16	-4	5	-31
CN(Cc1ccccc1)C(=O)c1ccc(NC2=NC3CS(=O)(=O)CC3S2)cc1 (stereo unspecified)
    14	21	-4	8	15	-25	-1	4	5	-12	-1
COc1ccccc1N1CCN(CC(=O)Nc2c(C)n(C)n(-c3ccccc3)c2=O)CC1
    -26	16	-4	-10	-9	11	-6	2	-10	-1	-17
CC(C)N1CCC(C)(C(=O)Nc2ccccc2Oc2ccccc2)C1 (stereo unspecified)
    9	0	-4	-17	8	-10	-4	nt	-17	-7	6
Cc1ccc(NC(=O)COC(=O)c2ccc(=O)n(Cc3ccccc3)n2)cc1F
    4	-13	-11	1	-9	-5	-13	-18	5	2	-2
CCOCCn1c(=O)c2c(nc3n2CCN3c2ccc(CC)cc2)n(C)c1=O
    3	-2	-16	0	12	-2	-25	-10	-3	14	-5
CCc1ccc([C@@H]2CC(=O)[C@@H]3CN(S(=O)(=O)c4ccc(Cl)cc4)[C@H](c4ccc(C)cc4)C[C@@H]3N2S(=O)(=O)c2ccc(C)cc2)cc1
    -15	-18	2	-7	0	-6	-7	nt	-10	3	10
CC(=O)Nc1ccc(S(=O)(=O)NCCc2cn3nc(C)c(C)nc3n2)cc1
    5	21	6	-7	2	-4	5	-1	8	-10	-3
Cc1ccc(NC(=O)CSc2nnc(-c3ccccc3C)o2)cc1C
    -18	13	-6	-23	-4	-19	-14	-9	0	-14	12
COC(=O)c1ccc(N2CCN(C(C)=O)CC2)c(NC(=O)COc2ccccc2C)c1
    -5	8	-32	8	6	8	-3	-1	-2	5	7
O=c1oc2ccccc2cc1N1CCOCC1
    -4	-4	1	15	22	21	-17	-7	1	0	2
C/C(CC(=O)Nc1ccc(C)c(Cl)c1)=N\NC(=O)c1ccco1
    -31	-142	8	-47	-92	2	-111	-2	3	-4	8
O=C(CC(=O)c1ccccc1)CC(O)(C=Cc1ccccc1)c1ccccc1 (stereo unspecified)
    0	-27	4	8	-11	18	-12	-1	-6	6	-3
O=C(N/N=C/c1cccnc1)c1ccccc1OCc1ccc(Br)cc1
    -34	31	4	6	12	-1	-10	7	-9	4	-31
CC(C)c1ccc2[nH]c3nc(SCC(=O)N4CCOCC4)nnc3c2c1
    -21	-14	-5	3	-24	-24	-15	-11	-2	17	-23
O=C(O)c1ccc(-n2cccc2/C=C2/NC(=O)N(c3cccc(Cl)c3)C2=O)cc1
    10	-15	9	17	4	10	-4	0	-3	-4	-11
NC(=O)C1CCN(S(=O)(=O)c2cc3c4c(c2)CCN4C(=O)CC3)CC1
    7	-3	0	2	0	-20	-10	-1	7	6	9
O=C(CN(C(=O)CCC(=O)Nc1nccs1)c1ccc2c(c1)OCO2)NCc1ccc(F)cc1
    -29	6	10	0	-6	13	14	-4	-1	-15	-15
O=C(CN1CCN(c2ccccc2)CC1)NC(=O)NCc1ccco1
    -8	-19	12	1	-8	3	-43	8	-16	10	10
c1ccc(COC2CCCN(Cc3nc(-c4cnccn4)no3)C2)cc1 (stereo unspecified)
    -16	10	-13	-4	26	5	12	3	-10	6	-25
O=C(CSc1nnc(-c2ccccn2)o1)Nc1ccccc1Cl
    17	-94	-14	-32	-79	-45	-93	-13	5	16	-42
CC1(C)COC(/C=C/c2cccc([N+](=O)[O-])c2)=N1
    36	-39	52*	-34	22	-42	7	-12	-14	-27	-27
COc1ccc(N(C)C(=O)Cn2c(=O)oc3ccccc32)c(OC)c1
    36	9	-1	-10	-6	1	6	-1	17	-6	4
CC(C)C(c1nnnn1Cc1ccco1)N1CCN(C2CCCC2)CC1 (stereo unspecified)
    -5	-7	8	7	7	-14	-5	3	-11	-1	3
CC1CC(C)CN(c2nc(N(C)c3ccccc3)nc(N)c2[N+](=O)[O-])C1 (stereo unspecified)
    -1	4	7	-10	-3	18	4	4	-1	-6	-27
O=C(c1ccc(F)cc1)N(Cc1ccco1)C1CCS(=O)(=O)C1 (stereo unspecified)
    -4	10	15	11	7	14	6	-8	-26	-5	-12
CCc1nc2ccc(C(=O)NCCOc3ccc(OC)cc3)cn2c1N(C)Cc1ccc(N(C)C)cc1
    10	-1	-9	4	-13	14	-15	nt	-7	2	5
COC(=O)[C@H](C)NC(=O)Nc1cccc(C)c1
    7	13	-5	-15	7	2	1	49*	-3	18	4
Cc1onc(-c2ccccc2)c1C(=O)OCc1nnc(-c2ccccc2)o1
    -15	-20	-7	4	-11	10	-10	-7	-4	3	-7
CC(=O)Oc1cc(O)c2c(=O)c(OC(C)=O)c(-c3ccc(OC(C)=O)c(OC(C)=O)c3)oc2c1
    68*	-8	43	nt	11	-36	9	0	-17	13	28
Cc1ccc(/C=N\NC(=O)c2cncc(Br)c2)o1
    -5	-11	-4	-14	-16	7	-9	4	-11	-5	5
CCCCOCCO
    17	-2	-3	-23	-12	-15	-6	0	11	-20	4
COc1cccc(/C=N/NC(=O)CSc2nnc(C)n2-c2ccccc2)c1OC
    7	13	2	-8	-14	-4	-3	2	5	-9	5
N#C/C(=C\c1ccc(-c2cccc([N+](=O)[O-])c2)o1)C(=O)N1CCOCC1
    -52	12	-14	13	2	3	-17	-14	9	13	-49
COc1ccc(/C=C(\NC(=O)c2ccco2)C(=O)Nc2ccc(C(C)=O)cc2)cc1
    8	2	-11	2	12	7	8	nt	-1	11	7
COc1cccc(N2CCN(CC(=O)N3CCN(S(=O)(=O)c4ccc(Cl)cc4)CC3)CC2)c1
    -1	-10	8	9	3	10	1	5	-4	9	-5
CCOC(=O)CN1CC23C=CC(O2)C(C(=O)Nc2ccc(F)c(C)c2)C3C1=O (stereo unspecified)
    -11	15	-11	-6	-5	-24	2	-3	12	-5	-1
Cc1ccc2c(Cn3ccnc3)cc(=O)oc2c1C
    -29	-6	-6	6	-8	-2	-26	-2	2	-11	-11
Cc1ccc(CN2C(=O)CCC2C(=O)NCC2CCCO2)cc1 (stereo unspecified)
    12	10	1	5	8	9	-1	0	2	-3	15
O=C(Nc1ccc(O)cc1)/C(=C/c1ccco1)NC(=O)c1ccccc1
    9	1	-8	-9	17	3	-2	8	5	-1	0
N#C/C(=C\c1ccccc1OCc1ccc(C(=O)O)cc1)C(=O)Nc1ccc(O)cc1
    -4	-7	9	14	-11	-3	-26	-6	12	-7	1
CC(C)OC(=O)CSc1nnc(COc2ccc([N+](=O)[O-])cc2)n1C
    -2	11	-6	-3	4	-7	-9	4	-3	-5	1
O=C(CCn1c(=O)[nH]c2ccsc2c1=O)N1CC(=O)N(CCc2ccccc2)C(=O)C1
    -2	11	-11	-13	-5	-4	-152	-1	11	9	12
CC(C)(C)n1nc2c(c1NC(=O)Cc1ccc([N+](=O)[O-])cc1)CS(=O)(=O)C2
    3	23	-29	7	8	-6	-15	3	13	13	-13
COc1ccc(CCNS(=O)(=O)CCNC(=O)c2ccc(OC)cc2)cc1
    5	3	2	1	14	6	-10	-3	0	-3	-3
COc1ccc(C2=Nn3c(nnc3-c3ccccc3OC)SC2)cc1OCC1CC1
    -7	60	45	-94	-1	16	-2	15	-4	16	49
Cc1ccc(-c2nnn(Cc3nc(N)nc(N4CCOCC4)n3)n2)cc1
    1	16	18	-8	9	-20	-6	9	-23	-14	-6
COc1ccc(-c2csc(C(O)c3ccc(F)c(F)c3)n2)cc1 (stereo unspecified)
    -30	4	-4	6	-3	17	-18	nt	-20	11	-39

More compounds:
Order of results – TWEAK-Fn14 inh	LRH-1 inv ag	CF NFkB inh	COUP-TFII inh	NCOA3 inh	Shn3 3UTR inh	SRC1 inh	EBV LMP1 NFkB	KKLEB cytotox	C8 TRAIL sens	TROY NFkB inh
CNS(=O)(=O)c1cccc(C(=O)OCC(=O)N2c3ccccc3NC(=O)C2(C)C)c1
    -6	-4	-2	15	16	1	-9	4	4	-6	-8
O=C(CCSc1ccccc1)NNC(=O)c1ccccc1F
    -18	12	4	4	19	2	13	-2	6	-7	-13
CN(CCC(=O)Nc1cc(S(=O)(=O)N(C)C)ccc1Cl)CC(=O)Nc1ccc(F)cc1
    -4	3	0	2	0	7	4	-3	6	-1	1
CCOC(=O)c1sc2ncn(/N=C/c3ccc(O)c(OC)c3)c(=O)c2c1C
    -20	-1	-14	9	8	5	2	-3	10	-2	1
Cc1ccc(N(CC(=O)NCc2ccc(F)cc2)S(=O)(=O)c2cccs2)cc1
    13	-5	7	-16	13	-6	2	-11	11	-21	-9

These rows are one share of the data; count on the stated rates, not on these rows.
